HCV inh: blocks hepatitis C virus. Huh7.5.1 HCVcc-Cre infection, luciferase reporter, 44 h. Potency, µM (doses to about 41.8 µM), for the others: top-dose activity change, negative = inhibition, actives largely listed as inhibitors. hit rate 3.4% among 340,000
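Infectious HCVcc-Cre (~0.5 moi) was added to cells just after compound, with cells seeded 4 h earlier at 1,000 per well. Luciferase activity after 44 h culture reported infection; substrate was incubated 15 min at room temperature before reading.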
Tb PYK inh: inhibitors of Trypanosoma brucei pyruvate kinase | Potency, µM (top dose mostly 76.8 µM), for inactives: at the top dose activity, negative = inhibition, usual class: inhibitors | Q57TT1 | TbPYK enzyme, Kinase-Glo Plus ATP luminescence, 45 min | hit rate 0.12% among 410,000; note: nearly all actives have a fitted effect of over 50% in size
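T. brucei PYK with substrate was exposed to pin-transferred compounds across a concentration series, then started with 130 uM ADP (final). After 45 min at room temperature, Kinase-Glo Plus luminescence was read, normalized and curve-fitted.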
An asterisk follows results filed as active; ? = inconclusive; [ ] = another dose, or the depositor's remark. Calls come from the whole dose curve; as a rule, active = well fitted curve in the direction sought with a large enough effect; inconclusive = small, poorly fitted or top-dose-only effect, or another doubt; inactive = no such curve, though single readings can be large; an effect the other way counts as inactive or inconclusive. % is set by controls: 0 for no effect and ±100 for the full control effect; potency is the fitted concentration of half-maximal effect. Only part of the results is shown, so the mix of outcomes need not match the whole.

[1] CC(C)NC(=O)Nc1ccc2c(c1)C(=O)N([C@H](C)CO)C[C@H](C)[C@@H](CN(C)S(C)(=O)=O)O2
[2] CCOC(=O)N1CCC(NS(=O)(=O)c2cc3c(cc2Br)CCN3C(=O)CC)CC1
[3] CN(C(=O)c1cccc(NC(=O)Cc2ccc(NC(=O)C3CCCN(C(=O)C4CCCCC4)C3)cc2)c1)C1CCCC1 (stereo unspecified)
[4] CN(C(=O)c1cccc(NC(=O)Cc2ccc(NC(=O)C3CCCN(S(=O)(=O)c4cccc([N+](=O)[O-])c4)C3)cc2)c1)C1CCCCC1 (stereo unspecified)
[5] COc1ccc(C2CC(c3ccncc3)=NN2c2ccc(S(N)(=O)=O)cc2)cc1 (stereo unspecified)
[6] Cc1cccc(NS(=O)(=O)c2cccc(C(=O)NCC(c3ccc(F)cc3)N3CCOCC3)c2)c1 (stereo unspecified)
[7] COc1c(C=O)c2c(c(OC)c1OC)-c1ccc(OC)c(=O)cc1C(NC(C)=O)CC2 (stereo unspecified)
[8] C[C@]12c3[nH]c4ccc(Cl)cc4c3CCN1C(=O)[C@@H](CC(=O)NCCC1=CCCCC1)C[C@@H]2C(=O)N1CCOCC1

assay / compound,1,2,3,4,5,6,7,8
HCV inh,21.8%,-1.3%,4.7%[8.37 µM],?,?,-31.4%,-0.5%,11.2µM*
Tb PYK inh,-3.0%,-8.0%,4.4%,-1.5%,2.8%,-3.4%,-8.3%,-28.2%

[9] CN(CC(=O)Nc1ccc(F)c(F)c1F)C(=O)Cc1ccc(S(=O)(=O)N2CCOCC2)s1
[10] CCN(C[C@H]1N[C@@](CC)(C(=O)OC)[C@H]2C(=O)N(C)C(=O)[C@@H]12)C(=O)Nc1ccc(C(F)(F)F)cc1
[11] CCC1CCc2c(sc(N)c2C(N)=O)C1 (stereo unspecified)
[12] CC(C)c1ccc(C2OCC(C)([N+](=O)[O-])CO2)cc1 (stereo unspecified)
[13] CC12CCCCC1=CC(=O)CC2 (stereo unspecified)
[14] Cn1c(=O)c2[nH]c(C(O)c3ccc(Cl)cc3)nc2n(C)c1=O (stereo unspecified)
[15] O=C(O)C[C@H]1c2ccccc2S(=O)(=O)N1C1CCCC1
[16] COC(=O)CCC(C)C1CCC2C3CCC4CC(O)CCC4(C)C3CC(O)C12C (stereo unspecified)

assay / compound,9,10,11,12,13,14,15,16
HCV inh,-16.3%,-15.0%,-18.2%,3.5%,9.2%,?,20.4%,10.9%
Tb PYK inh,-6.4%,2.8%,-14.2%,-5.9%,2.7%,-2.6%,-0.6%,1.2%

[17] CN(/N=C/c1ccccc1)C(=S)c1ccccc1
[18] O=S(=O)(c1ccccc1)N1CN(c2ccc(F)cc2F)c2nc3ccccc3nc21
[19] CC(=O)OC1CCC2(C)C(CCC3C2CC(=O)C2(C)C3CC(C3CCCC3=O)C2C(C)=O)C1 (stereo unspecified)
[20] Cc1cc(NC(=O)CN(C)CC(=O)Nc2ccc(Cl)cc2)no1
[21] NS(=O)(=O)c1ccc(NC(=O)CSc2nnc3n2CCCCC3)cc1
[22] CC(=O)Nc1ccc(Nc2nc(-c3c(C)nc4ccccn34)cs2)cc1
[23] Cc1cccc(S(=O)(=O)Nc2cc(Cl)ccc2N2CCOCC2)c1
[24] CCOC(=O)C1C(=O)C(=O)N(C2CCCCC2)C1C(=O)OCC (stereo unspecified)

assay / compound,17,18,19,20,21,22,23,24
HCV inh,?,?,4.9%,-4.0%,17.2%,?,8.2%,-9.2%
Tb PYK inh,-0.2%,7.4%,-5.0%,4.1%,-7.6%,2.0%,-7.3%,3.5%

[25] O=C(NCC(=O)N1CCN(S(=O)(=O)c2ccc3c(c2)OCCO3)CC1)c1ccccc1F
[26] CC(C)[C@H](CN1CCC[C@H]1CN1C(N)=NC[C@@H]1Cc1ccccc1)N1C[C@@H](Cc2ccccc2)N(CCc2ccc(Cl)c(Cl)c2)C1=N
[27] COC(=O)C1=C(C)N(CCCC(=O)O)C(=O)NC1c1ccc(OC)cc1 (stereo unspecified)
[28] O=C(OC12CC3CC(CC(C3)C1)C2)c1ccc(NCc2cc(O)ccc2O)cc1
[29] Cc1ccc(OCCCCCCN2CCNCC2)c(Br)c1
[30] O=c1[nH]c2cc(F)ccc2c2ccc(F)cc12
[31] COc1ccc(C2CC(=O)Oc3c(C(C)C)ccc(C)c32)cc1 (stereo unspecified)
[32] Cc1oc2ccc(O)cc2c1C(=O)c1ccc(Br)cc1

assay / compound,25,26,27,28,29,30,31,32
HCV inh,1.5%,2.6%,10.8%,?,?,-28.1%,?,-22.2%
Tb PYK inh,0.0%,-0.2%,8.0%,?,-2.7%,-13.0%,0.2%,0.9%

Some of these compounds in order of formula weight, lowest first:
[31] COc1ccc(C2CC(=O)Oc3c(C(C)C)ccc(C)c32)cc1 (stereo unspecified)
[24] CCOC(=O)C1C(=O)C(=O)N(C2CCCCC2)C1C(=O)OCC (stereo unspecified)
[32] Cc1oc2ccc(O)cc2c1C(=O)c1ccc(Br)cc1
[23] Cc1cccc(S(=O)(=O)Nc2cc(Cl)ccc2N2CCOCC2)c1
[28] O=C(OC12CC3CC(CC(C3)C1)C2)c1ccc(NCc2cc(O)ccc2O)cc1
[25] O=C(NCC(=O)N1CCN(S(=O)(=O)c2ccc3c(c2)OCCO3)CC1)c1ccccc1F
[26] CC(C)[C@H](CN1CCC[C@H]1CN1C(N)=NC[C@@H]1Cc1ccccc1)N1C[C@@H](Cc2ccccc2)N(CCc2ccc(Cl)c(Cl)c2)C1=N

assay / compound,31,24,32,23,28,25,26
HCV inh,?,-9.2%,-22.2%,8.2%,?,1.5%,2.6%
Tb PYK inh,0.2%,3.5%,0.9%,-7.3%,?,0.0%,-0.2%

Remaining list, next part.
[33] Cn1cccc1C(=O)OCC(=O)c1ccc(Br)s1
[34] C[C@H](CO)N1C[C@H](C)[C@@H](CN(C)Cc2ccc3c(c2)OCO3)Oc2c(NC(=O)Cc3ccccc3)cccc2C1=O
[35] Oc1ccc(Cl)cc1CNC1CCCCC1
[36] Cc1ccc(F)cc1NC(=O)c1ccc(OCC2CCCO2)cc1 (stereo unspecified)
[37] O=C(NCCCCc1ccccc1)c1cccc(NC(=O)C2CCCCC2)c1
[38] C/C=C1\NC(=O)[C@@H](NC(=O)[C@H](CCc2ccc(O)cc2)NC(=O)[C@H](C)NC(=O)[C@H](O)CO)[C@@H](C)OC(=O)[C@H](C(C)C)NC(=O)[C@H](Cc2ccc(O)cc2)N(C)C(=O)[C@H](Cc2ccccc2)N2C(=O)C(CC[C@H]2O)NC1=O (stereo partly specified)
[39] CCCN1C(=O)/C(=C/c2ccc(OCc3ccc(C(=O)O)cc3)c(OC)c2)NC1=S
[40] Cc1ccc(S(=O)(=O)NCC(=O)OCCOc2ccc(Br)cc2)cc1

assay / compound,33,34,35,36,37,38,39,40
HCV inh,11.0%,?,-17.5%,?,?,11.5%,0.8%,-2.7%
Tb PYK inh,-2.8%,1.5%,4.5%,3.7%,5.7%,-10.1%,-5.9%,1.1%

[41] CCOc1ccccc1/C=C/C(=O)N1CCN(C(=O)c2ccco2)CC1
[42] O=c1cc(-c2cccc(F)c2)oc2ccccc12
[43] COc1ccc(C(=O)Nc2ccc3[nH]ccc3c2)cc1OC
[44] CC1(C2CCC3(C)OC3C2)CO1 (stereo unspecified)
[45] COc1ccc(-c2noc3c2-c2nc(-c4ccc(Br)cc4)sc2CC3)cc1
[46] CC(C)c1nc(SCC(=O)Nc2cccc3ccccc23)n[nH]1
[47] CN(C(=O)c1cccc(NC(=O)Cc2ccc(NC(=O)C3CCN(C(=O)C4CCCCC4)CC3)cc2)c1)C1CC1
[48] COc1cccc(CN(C)CCCn2cnc(C(=O)Nc3ccc(C)c(C)c3)n2)c1

assay / compound,41,42,43,44,45,46,47,48
HCV inh,?,?,?,10.6%,5.6%,-13.1%,?,-22.2%[8.37 µM]
Tb PYK inh,-10.0%,-0.9%,-7.2%,3.0%,-6.7%,6.1%,3.2%,4.2%

[49] CCC1(c2ccccc2)NC(=O)N(CC(=O)Nc2ccc(N3CCOCC3)cc2)C1=O (stereo unspecified)
[50] CC(=O)C1CCC2C3CCC4=CC(=O)C=CC4(C)C3C(=O)CC12C (stereo unspecified)
[51] COc1ccc(NC(=O)CCOc2ccccc2F)cc1S(=O)(=O)N1CCCCC1
[52] O=c1ncn(-c2cccc(Cl)c2)c2ccccc12
[53] Cc1ccc(NS(=O)(=O)c2ccccc2)c(NS(=O)(=O)c2ccccc2)c1
[54] COCCN(CC(=O)Nc1cccc(C)c1C)C(=O)C1(c2ccccc2)CC1
[55] Cc1cccc(CCN2C(N(C)C)=NC[C@@H]2Cc2ccccc2)c1
[56] CC(C)(C)OC(=O)C[C@H]1C/C=C\C[C@@H](CC(=O)N(CCO)Cc2ccccc2)C(=O)N[C@@H](c2ccccc2)COC1=O

assay / compound,49,50,51,52,53,54,55,56
HCV inh,0.5%,14.4%,12.6µM*,4.2%,14.1%,14.1%,4.3%,-17.1%
Tb PYK inh,6.2%,-3.3%,-1.1%,-6.4%,-2.1%,3.1%,-0.4%,4.6%

[57] CCOC(=O)COc1c(Cl)cc(/C=C2\N=C(C)OC2=O)cc1OC
[58] O=C(Cn1cc(COc2cccc([N+](=O)[O-])c2)nn1)c1ccc(O)cc1
[59] N#Cc1cccnc1N1CCN(C(=O)c2cccc3c2C(=O)c2ccc(-c4ccc(F)cc4OCc4ccccc4)cc2S3(=O)=O)CC1
[60] CC(C)(C)OC(=O)C[C@H]1C/C=C\C[C@@H](CC(=O)N[C@H](CO)Cc2ccccc2)C(=O)N2CCC[C@H]2COC1=O
[61] COc1ccccc1CNC(=O)c1cc(-c2ccccc2)nn1CC1CC(c2cccc([N+](=O)[O-])c2)=NO1 (stereo unspecified)
[62] Cc1nc(-c2ccc(Cl)cc2)sc1C1(C)CC(c2ccccc2)=NO1 (stereo unspecified)
[63] Oc1cc(CNCc2ccccc2)c(O)cc1CNCc1ccccc1
[64] CN(C)c1nc(OCc2ccccc2)c2ncc(=O)[nH]c2n1

assay / compound,57,58,59,60,61,62,63,64
HCV inh,-19.6%,-14.9%,?,3.8%,?,19.7%,13.0%,1.6%
Tb PYK inh,-4.9%,0.5%,-14.0%,-2.4%,0.4%,-4.6%,-21.7%,0.7%

[65] CC(C)N(C(=O)COC(=O)CCC(=O)c1cccs1)c1ccccc1
[66] Cc1cc(Cl)cc2sc(=S)[nH]c12
[67] Cc1ccc(Nc2cccc(C(F)(F)F)c2)nn1
[68] Cc1ccc(C(=O)NCC(=O)NCc2ccccc2F)s1
[69] COc1cc(CCC(=O)NCCc2ccc(F)cc2)cc(OC)c1OC
[70] COc1ccc(NC(=O)N(C)C[C@H]2Oc3c(NS(=O)(=O)c4ccc(OC)cc4)cccc3C(=O)N([C@H](C)CO)C[C@@H]2C)cc1
[71] CCC[C@@H](CN1CCC[C@H]1CN1C(N)=NC[C@@H]1Cc1ccccc1)N1C[C@@H](Cc2ccccc2)N(CCCC2CCCC2)C1=N
[72] Cc1cc(Cl)c(OCCOCCN2CCNCC2)c(Cl)c1

assay / compound,65,66,67,68,69,70,71,72
HCV inh,6.9%,10.7%,-4.7%,8.7%,6.4%,-4.1%,?,?
Tb PYK inh,-8.1%,?,1.5%,-5.7%,1.7%,5.2%,5.4%,-4.8%

[73] Cc1ccccc1CN(C)C(=O)COC(=O)c1ccc2[nH]c(C)c(C)c2c1
[74] CN(C)c1ncnc2c1ncn2C1CCCO1 (stereo unspecified)
[75] O=C(CCC1CCCC1)NNC(=O)COc1ccc(Br)cc1
[76] O=C(Nc1ccnn1C1CCNCC1)c1ccc2c(c1)OCO2
[77] CCC(=Cc1ccccc1OC)c1ccncc1
[78] CC(C)(C)N(Cc1ccccc1)C(=O)COC(=O)C1CCCCC1
[79] C=CC[C@@H](CC(=O)N(CCO)Cc1ccccc1)C(=O)N[C@H](COC(=O)[C@H](CC=C)CC(=O)OC(C)(C)C)Cc1c[nH]c2ccccc12
[80] Cc1ccc(N2C(=O)c3ccccc3C2(O)c2ccccc2)cc1 (stereo unspecified)

assay / compound,73,74,75,76,77,78,79,80
HCV inh,?,2.2%,2.0%,5.5%,-13.1%,9.5%,?,-8.3%
Tb PYK inh,-2.8%,-0.4%,-3.3%,-25.4%,-3.2%,2.1%,0.4%,15.8%

[81] Nc1ncnc2c1ncn2[C@@H]1O[C@H](CNCc2ccc(OCC(=O)Nc3nccs3)cc2)[C@@H](O)[C@H]1O
[82] COC(=O)C1(C)COP(=O)(NC23CC4CC(CC(C4)C2)C3)OC1 (stereo unspecified)
[83] c1ccc(CSc2nccc(-c3ccco3)n2)cc1
[84] CC(C)(C)[C@@H]1C=C(C(N)=O)O[C@H](OCCCCO)C1
[85] CCC(c1ccccc1)C(CC)c1cc(O)c(O)c(O)c1 (stereo unspecified)

assay / compound,81,82,83,84,85
HCV inh,-2.7%,30.2%[activator],-27.6%,8.7%,-29.4%
Tb PYK inh,4.9%,-4.9%,-2.6%,1.9%,-2.1%
